# Assay outcomes: PubChem, Fisher Drug Discovery Resource Center
# hcGAS lum – human cGAS inhibition | Q8N884 | recombinant h-cGAS, ATP depletion, Kinase-Glo luminescence | inhibition, % at 12.5 µM | 290,000 tested, 0.081% active;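 further: 0% = vehicle reaction and 100% = reaction without DNA for no activity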
# Target sequence (Q8N884 whole entry, looked up): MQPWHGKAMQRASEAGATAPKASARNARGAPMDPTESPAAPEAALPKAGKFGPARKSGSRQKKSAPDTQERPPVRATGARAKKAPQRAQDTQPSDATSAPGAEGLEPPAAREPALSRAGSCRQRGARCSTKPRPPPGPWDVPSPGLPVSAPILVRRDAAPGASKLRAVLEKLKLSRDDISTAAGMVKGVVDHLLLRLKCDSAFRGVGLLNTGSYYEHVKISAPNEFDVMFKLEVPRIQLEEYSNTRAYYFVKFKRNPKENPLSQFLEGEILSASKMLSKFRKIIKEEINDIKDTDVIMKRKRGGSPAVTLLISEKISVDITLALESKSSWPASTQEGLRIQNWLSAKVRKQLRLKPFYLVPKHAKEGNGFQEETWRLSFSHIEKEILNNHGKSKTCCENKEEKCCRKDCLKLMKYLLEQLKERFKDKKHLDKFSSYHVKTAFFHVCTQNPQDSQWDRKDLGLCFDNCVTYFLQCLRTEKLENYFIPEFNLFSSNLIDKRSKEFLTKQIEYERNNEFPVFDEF
# NPYLR7 agonist – activates Aedes aegypti NPYLR7 receptor | activation, % at 10 µM | HEK293T NPYLR7/Galpha15, GCaMP6s calcium fluorescence | 270,000 tested, 0.15% active; in the data active means activation above about 40%;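 further: 0% = vehicle and 100% = reference agonist at the receptor; some compounds past the cut are filed as inactive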
# mcGAS lum – mouse cGAS inhibition by luminescence; Q8C6L5; recombinant cGAS, Kinase-Glo ATP depletion luminescence; inhibition, % at 12.5 µM; 160,000 tested, 0.15% active;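 further: 0% = negative control wells and 100% = reference inhibitor with no enzyme activity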
# Numbers without * were called inactive; . = no result given; & = joins results of further samples. Unless noted, no stated cut-off is given here; in the data, active means inhibition above about 40%; inactive means the rest.
# Under each structure – hcGAS lum, NPYLR7 agonist, mcGAS lum
- Cc1cc(NC(=O)C(C)C)n(-c2nc(C)c(C)c(=O)[nH]2)n1
  -7, 6, -6
- Cc1ccc(/C=C/S(=O)(=O)NCCOc2ccc3nnc(-c4ccccc4)n3n2)cc1
  -4, -2, -10
- COc1ccc(C)cc1N1C(=O)C(c2c(C)[nH]n(-c3ccc(Cl)cc3)c2=O)=C(N2CCN(C)CC2)C1=O
  -2, ., -4
- COCCN(Cc1ccc(OS(=O)(=O)c2ccc(F)cc2)cc1)C(=O)C1CCC1
  0, -3, -3
- NCCc1csc2nc(-c3ccccc3F)nn12
  -5, 8, .
- COc1ccccc1-c1cc(C(=O)N2CCN(c3ccccc3F)CC2)nc2cc(-c3ccccc3)nn12
  -9, 10, -9
- CCCCN(C(=O)c1ccc(C)c([N+](=O)[O-])c1)C1CCS(=O)(=O)C1 (configuration not stated)
  1, 1, -3
- Cc1ccc(CN(Cc2ccccc2)C(=O)CN(C(C)C)S(=O)(=O)c2ccc(Cl)c([N+](=O)[O-])c2)s1
  1, -1, -6
- CCCS(=O)(=O)NC(=O)c1cc2c(C(C)C)nn(C)c2s1
  -5, -2, .
- C=C(Br)CN1C[C@H](O)C[C@H]1C(=O)OC
  -6, 1, .
- CC(=O)NC12CC3CC(C1)CC(C(=O)OCc1cc(=O)n4cc(C)ccc4n1)(C3)C2
  -8, 2, -5
- O=C1NCCN1CCn1ccnc1-c1ccc(-c2ccccc2Cl)o1
  0, -3, .
- CS(=O)(=O)c1ccc(NC(=O)CCc2ccsc2)cc1
  -6, 1, .
- CC1CCN(C(=O)c2cccc(S(=O)(=O)N3CCCC3)c2)c2ccccc2S1 (configuration not stated)
  -2, 2, -6
- O=S1(=O)N=C(Nc2cc(C(F)(F)F)ccc2Cl)c2ccccc21
  -4, -6, .
- Cc1occc1C(=O)N1CCCC(N2CCN(Cc3ccc4c(c3)OCO4)CC2)C1 (configuration not stated)
  -5, 7, .
- O=C(Nc1ccc(-n2nc(OCc3ccc(F)cc3)nc2-c2ccc(C(F)(F)F)cc2)cc1)c1ccc2c(c1)OCO2
  -13, 9, -5
- OCC1CCN(C2CCCN(Cc3ccc4c(c3)Cc3ccccc3-4)C2)CC1 (configuration not stated)
  -6, -1, -9
- COc1cc(S(=O)(=O)N2CCCC2)ccc1Br
  -5, 3, .
- CCOC(=O)C1(Cc2ccc(OC)cc2)CCN(C(=O)c2ccc(N3CCCC3)cc2)CC1
  -8, 4, -11

# Later entries
# Under each structure – hcGAS lum, NPYLR7 agonist, mcGAS lum
- CCN(CC)Cc1ccc2cc(COC(=O)Nc3ccc(C(=O)NO)cc3)ccc2c1
  -8, -3, -11
- O=c1[nH]ccc2ccc(-c3ccn[nH]3)cc12
  -10, 12, -11
- Cc1cccnc1C(=O)N1CCC(c2cc(Cc3ccccc3)[nH]n2)CC1
  -4, 0, .
- C[C@@H]1CN(C2(C(=O)O)Cc3ccccc3C2)C[C@H](C)O1
  -5, 8, -13
- COc1ccc(CN2CCNC(=O)C2CC(=O)N(C)Cc2ccon2)cc1OC (configuration not stated)
  -3, -2, .
- CCNC(=S)N(Cc1c(-c2ccc(F)cc2)noc1N1CCOCC1)C1CC1
  3, -5, 2
- N#Cc1ccc(-c2csc(NC(=O)c3ccc(S(=O)(=O)N4CCCCC4)cc3)n2)cc1
  3, -2, 0
- CNC(=O)Cc1ccccc1NC(=O)c1cc(C)cc(C)c1
  -9, 1, .
- Cc1ccc(-c2nc3ccc(C)cn3c2NC(=O)C2CCCC2)cc1
  0, -3, 0
- Nc1nonc1-c1noc(COc2ccc(Cl)cc2)n1
  -12, 0, .
- O=[N+]([O-])c1cccc2cn[nH]c12
  -7&-2&0&-6&0, -8&4&-2&3, -3&2
- C/C=C(\C)C(=O)N1CCN(c2cc(S(=O)(=O)N(CC)CC)ccc2OC)CC1
  3, 6, 2
- C=CCN1C(=O)/C(=C\c2ccc(OCC)cc2O)SC1=S
  -3, 5, .
- C[C@@H]1CN(c2nccs2)CC[C@@]1(O)C1CCOCC1
  -12, ., -7
- O=C1CN(CCSc2ccc(Cl)cc2)CCN1
  4, 2, -4
- CC1(C)CCCC(C)(C#CCN2CCN(CCO)CC2)O1 (configuration not stated)
  -4, ., -2
- O=C(CN(C(=O)c1cc(C(F)(F)F)cc(C(F)(F)F)c1)C1CCCCC1)N(Cc1ccc(F)cc1)Cc1cccs1
  -2, 16, -5
- CC(=O)c1ccc(C(=O)Nc2nc(-c3ccc(C)c(C)c3)cs2)cc1
  -3, 8, -5
- COCC1(C(=O)N2CCN(CCc3ccncc3)CC2)CCC1
  -4, 15, .
- CONC(=O)c1cc(C(C)C)ccc1O
  4, 3, .

# The last 6 entries of the part above are carried over, then new ones follow.
# Under each structure – hcGAS lum, NPYLR7 agonist, mcGAS lum
- O=C1CN(CCSc2ccc(Cl)cc2)CCN1
  4, 2, -4
- CC1(C)CCCC(C)(C#CCN2CCN(CCO)CC2)O1 (configuration not stated)
  -4, ., -2
- O=C(CN(C(=O)c1cc(C(F)(F)F)cc(C(F)(F)F)c1)C1CCCCC1)N(Cc1ccc(F)cc1)Cc1cccs1
  -2, 16, -5
- CC(=O)c1ccc(C(=O)Nc2nc(-c3ccc(C)c(C)c3)cs2)cc1
  -3, 8, -5
- COCC1(C(=O)N2CCN(CCc3ccncc3)CC2)CCC1
  -4, 15, .
- CONC(=O)c1cc(C(C)C)ccc1O
  4, 3, .
- O=C(NCC1CCCN(Cc2nc3ccccc3s2)C1)c1n[nH]c2ccccc12 (configuration not stated)
  -10, 8, .
- O=C1c2cccc([N+](=O)[O-])c2C(=O)N1CCc1c[nH]c2ccccc12
  -6, 0, -6
- S=c1nc(/C=C/c2ccccc2)[nH]n1CN1CCCC1c1cccnc1 (configuration not stated)
  -2, 3, .
- COCc1cc(N2CCC(NC(=O)C(C)C)CC2)nc(C(C)(C)C)n1
  -10, 8, .
- Cc1nc2nc(=S)[nH]n2c(C)c1CCC(=O)NCC(c1ccc(F)cc1)N1CCOCC1 (configuration not stated)
  -12, 16, .
- Cc1cc2c(cc1F)C(=O)NC(c1ccn[nH]1)N2 (configuration not stated)
  -7, -7, -14
- O=c1ccc(-c2ccco2)nn1Cc1cccnc1
  -4, 2, .
- CC(C)(C)n1nc2c(c1NC(=O)c1ccc(Br)o1)CS(=O)(=O)C2
  -7, 2, .
- Cn1nnnc1N1CCC(NC(=O)/C=C/c2c(F)cccc2F)CC1
  -5, 0, .
- CC(C)(C)c1cc(C2CC(=O)Nc3cc4[nH]ncc4cc32)[nH]n1 (configuration not stated)
  -7, 1, -11
- CCCCNC(=O)C1(C)CCN1Cc1ccc2c(c1)OCCO2 (configuration not stated)
  -9, 7, .
- S=C(NNc1ccnc2cc(Cl)ccc12)NC1CCCCC1
  -6, 4, -3
- Cc1cc(C)c2c3c([nH]c2c1)CCC(NC(=O)CC1C=CCC1)C3 (configuration not stated)
  -4, 23, -2
- COc1ccc(NC(=O)COCc2nc3ccccc3s2)cc1S(=O)(=O)N1CCCCC1
  3, -3, .
- COc1cc2c(cc1OC)C(c1c(F)cccc1Cl)N(C(=O)Nc1cc(F)ccc1F)CC2 (configuration not stated)
  4, 4, 4
- Cc1ccccc1Cn1c(N2CCN(Cc3ccccc3)CC2)nc2c1c(=O)[nH]c(=O)n2C
  0, 8, .
- C[C@H]1CC2C([C@@H](O)C[C@@]3(C)C2CC[C@]3(O)C(=O)CO)[C@@]2(C)C=CC(=O)C=C12 (some centres not stated)
  -3, -4, .
- O=C(C1CC(Cc2ccc(F)cc2)=NO1)N1CCCC(COc2ccccc2F)C1 (configuration not stated)
  -3, 26, -10
- COCCN1C(=O)N(Cc2cccc3ccccc23)C(=O)C12CCN(C1Cc3ccccc3C1)CC2
  -16, 16, -7
- O=C(OCc1nnc(C2CC2)o1)c1cc2c(s1)CCCCCC2
  -6, -2, -10

# Next results:
# Under each structure – hcGAS lum, NPYLR7 agonist, mcGAS lum
- CC1CN(C(=O)CCCSc2nnc(-c3ccc(Cl)cc3)n2-c2ccccc2)CCN1C(=O)c1ccc([N+](=O)[O-])cc1 (configuration not stated)
  -6, ., -6
- COCCCN1C(=O)C(=Cc2ccc(C)o2)SC1=S
  -5, 18, -7
- CCOCCn1c(=O)c2c(nc3n(CCOCC)c(C)c(C)n23)n(C)c1=O
  -6, 7, .
- COC(=O)c1[nH]ncc1CN1CCC(N2CCCC2=O)CC1
  -7, -1, -10
- CCOC(=O)C1CCCN(C(=O)c2csc(CSc3nnc(Cc4ccccc4)n3-c3ccccc3OC)n2)C1 (configuration not stated)
  -4, 8, -5
- CCC(=O)N1CCC(C(NC(=O)C(C)C)C(=O)NCC(C)C)CC1 (configuration not stated)
  -18, ., -7
- CCOc1ccccc1NC(=O)c1cc(Cl)cc(Cl)c1
  -10, -22, .
- CCCC(=O)Nc1sc2c(c1C(N)=O)CCC2
  1, 2, .
- CN(C)S(=O)(=O)NCC1CC(=O)N(c2ccccc2)C1 (configuration not stated)
  1, 1, .
- Cc1ccc(CN(CCc2ccccc2)C(=O)CN(CCN2CCCCC2)C(=O)NC(C)(C)C)o1
  -6, 12, -9
- Cc1cccc(-c2ccc(NC(=O)C3CCN(C(=O)CCc4cnn(C)c4)CC3)cc2)c1
  -6&-4, 14&0, .
- Cc1ccc(OCc2cccc(C#N)c2)c([N+](=O)[O-])n1
  -5, 2, -2
- O=C(Nc1ccc(OC(F)(F)F)cc1)N1CCc2nc(Nc3cc(Cl)cc(Cl)c3)ncc2C1
  -1, -4, -1
- Cc1ccc2nc(C)c(NC(=O)Cc3ccccc3)c(=O)n2c1
  -7, 2, .
- Cc1ccc(Cn2cnc3c(cnn3CCNC(=O)c3ccc(C)cc3)c2=O)cc1
  -8, -2, -9
- c1ccc(CC/C(=N/Nc2nc(-c3ccccc3)cc(-c3ccccc3)n2)c2ccccc2)cc1
  5, -6, -3
- Cc1nc(NC(=O)C2=NN(Cc3ccccc3)C(=O)CC2)sc1C
  -16, 11, .
- Cc1[nH]c2ccccc2c1C(=O)NCCc1ccccc1
  -8, -5, .
- O=C(c1cnc(-c2cccnc2)nc1)N1CCCC(Oc2ccc(F)cc2)C1 (configuration not stated)
  -10, -6, -13
- COCCN(CC(=O)Nc1nc(CC(=O)O)cs1)C(=O)c1ccc(Cl)c(Cl)c1
  -5, 17, -4

# Remaining list, next part:
# Under each structure – hcGAS lum, NPYLR7 agonist, mcGAS lum
- Cc1ccc(OCC(=O)N2CCN(C(=O)c3cccs3)CC2)cc1
  2, -6, .
- Cc1nn(C)c(C)c1C(C)NC(=O)CSc1nnc(N)s1 (configuration not stated)
  -1, 9, .
- CN1CCC(CNC(=O)CCSc2ccc3c(c2)OCCO3)C1 (configuration not stated)
  -1, 7, .
- Cc1c(C(=O)NCc2cccc3ccccc23)sc(=O)n1Cc1ccccn1
  -4, 11, .
- COc1ccc(-c2nc3ccccn3c2NC(=O)c2ccccc2Br)cc1
  -11, -5, -9
- COc1ccc(-c2cc3ccccc3n2CC(O)CNCCO)cc1 (configuration not stated)
  -1, 8, .
- COc1ccc(NC(=O)CSc2nc(=O)n(Cc3ccncc3)c3c2CCCC3)cc1
  -7, 1, -10
- CCCn1c(=O)n(CC(=O)N2CCCCCC2c2cccn2C)c2ccccc21 (configuration not stated)
  0, 2, .
- Cc1cccc(C(=O)Nc2ccc(-c3nc4cc(C(C)(C)C)ccc4o3)cc2)c1
  4, -11, 5
- CC1CCCCC1NC(=O)CSc1nncs1 (configuration not stated)
  0, 4, .
- COc1cccc(CN(CCC(C)C)CC(O)COc2ccc(Cl)cc2)c1 (configuration not stated)
  0, -2, -1
- COc1ccc(N2CCN(C(=O)C3CC=CCC3C(=O)NCCc3ccc(F)cc3)CC2)cc1 (configuration not stated)
  -6, -10, .
- Cc1noc(C)c1CO[C@H]1CCOC[C@H]1NC1CSCCSC1
  0, ., -4
- CSCCSc1nnnn1-c1ccc(O)cc1
  1, -3, .
- CSc1ccc(CN2CCC2(C)C(=O)Nc2ccc3c(c2)CCN3C(C)=O)cc1 (configuration not stated)
  -10, -1, .
- Cc1cn2c3c(=O)n(CCN4CCOCC4)c(=O)n(C)c3nc2n1CC1CCCO1 (configuration not stated)
  -4, 1, .
- COc1cc(-c2ccc(-n3cccn3)cc2)cc(OC)c1OC
  -7, -2, .
- O=C(NC1=NCCS1)c1ccccc1OCc1ccccc1
  -5, 0, -6
- CCOc1ccc2cc(C(N)=O)c(=Nc3cccc(C)c3)oc2c1
  -4, -8, -6
- CCc1nc(C)sc1CNC(=O)CCc1nc(-c2ccccc2C)no1
  3, -3, .

# Next compounds follow.
# Under each structure – hcGAS lum, NPYLR7 agonist, mcGAS lum
- CON(C)C(=O)c1cc(C)n(C(C)(C)C)n1
  -11, 24, .
- N#Cc1cc(N2CCOCC2)cc2ccccc12
  4, -4, 2
- COc1ccc(CN(Cc2nc3cc(C)ccc3o2)C(=O)c2cnn(C)c2Cl)cc1
  -7, 2, -7
- CCCc1nc(CN(C)C(=O)c2ccc3sc(N)nc3c2)no1
  -1, 2, .
- CCN(CC)C(=O)Oc1ccc2c(ccn2Cc2ccc(F)cc2)c1NC(=O)c1ccc(Cl)c(Cl)c1
  -8, 4, -6
- O=C(CSc1ncnc2c1nnn2Cc1ccccc1F)N1CCN(c2ccccc2)CC1
  -7, 7, 4
- CC(C)Oc1ccc(C(=O)NCc2nnnn2-c2ccc(Cl)cc2)cc1
  -7, -2, -9
- CN(Cc1ccccc1)C(=O)[C@H](Cc1ccc2ccccc2c1)NC(=O)[C@@H]1CCCN1C(=O)Nc1ccccc1[N+](=O)[O-]
  -3, -11, .
- CCOC(=O)C1CCCN(C(=O)c2coc(CN(Cc3ccc(F)cc3)Cc3ccc(OCC)cc3)n2)C1 (configuration not stated)
  -4, 14, -6
- CC1Cc2ccccc2N1Cc1cc(=O)c(OCC(=O)NCc2ccc(F)cc2)co1 (configuration not stated)
  -8, 1, -8
